Lipid storage S3: qHTS Assay for Lipid Storage Modulators in Drosophila S3 Cells | Drosophila S3 cells, BODIPY lipid droplet fluorescence, 18-24 h; cells fed with added oleic acid | 0.64% of 320,000 active | lipid storage change, negative = inhibition, % at the top dose, mostly 46.1 µM; hits show Potency in µM; active = well fitted inhibition curve with a large enough effect in the signal ratio, with a control signal flat, not every such curve was filed as active; inconclusive = small, poorly fitted or top-dose-only effect, or effect the other way, or a change in a side signal; the % refers to the signal ratio
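Drosophila S3 cells loaded with oleic acid (400 uM, as added) and compounds at several concentrations; lipid droplets imaged by 488-nm laser-scanning cytometry, 500–530 nm intensity and object ratio to cell channel. Percent activity normalized to 20 uM Triacsin C.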
Lipid storage S3 cell count max: further read-out of Lipid storage S3, marked with its call; cell number change, %; measured here: cell count max response;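 cells counted by Cell Tracker Red CMTPX staining in the red channel; peak over a dose series mostly up to 46.1 µM; percent activity relative to internal control wells on each plate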
* = called active by the depositor; i = inactive; ? = inconclusive; nt = not tested or not shown. % is set by controls: 0 for no effect and ±100 for the full control effect; potency is the fitted concentration of half-maximal effect.

SMILES	Lipid storage S3	Lipid storage S3 cell count max
CCC(Oc1ccccc1OC)C(=O)Nc1ccc2c(c1)n(C)c(=O)n2C (stereo unspecified)	22%	8
O=c1c2cc(Cl)ccc2oc2nc3n(c(=O)c12)CCCS3	?	nt
O=C(CN1C(=O)NC(Cc2ccccc2)C1=O)Nc1ccc(F)c(Cl)c1 (stereo unspecified)	?	nt
CC1CCN(c2ncnc3c2cnn3-c2ccccc2)CC1	-2%	-3
O=C(c1ccccc1)N1CCN(CC(O)COC2CCCCC2)CC1 (stereo unspecified)	0%	4
CCn1c(O)c(N=NC(=O)CNc2cccc(C)c2)c2ccccc21	?	nt
COc1cc(C)c(Cl)cc1S(=O)(=O)NCc1ccncc1	i	-7
COc1ccc(N2CCN(C(=O)CCS(=O)(=O)c3ccc(OC)cc3)CC2)cc1	-3%	-2
CCOCCCn1c(=S)[nH]c2cc(C(=O)NCCN(CC)CC)ccc2c1=O	?	nt
COc1cc(C(=O)Nc2nc3ccccc3[nH]2)ccc1OC(F)F	?	nt
Cc1ccc(C(=O)COC(=O)c2cccc(O)c2)s1	i	8
CC1CCN(S(=O)(=O)c2cccc(C(=O)NCc3cccs3)c2)CC1	?	nt
O=C1c2ccccc2S(=O)(=O)N1CCOc1ccccc1	?	nt
CC(=O)Nc1ccc(NC(=O)C2CCCN(C(=O)c3ccc(Cl)cc3)C2)cc1 (stereo unspecified)	?	nt
COC(=O)c1sccc1NC(=S)Nc1ccc(OC)cc1	2%	13
CCn1c(-c2ccc(F)cc2)cnc1SCC(=O)N1CCCCC1C (stereo unspecified)	i	nt
NS(=O)(=O)c1ccc(CCNC(=O)c2ccc3c(c2)OCCO3)cc1	-4%	13
COC(=O)c1sc(-c2ccccc2)cc1NC(=O)c1ccccc1	1%	14
Cc1nc(SCc2nnc(-c3ccc(Cl)cc3)o2)c2c3c(sc2n1)CCC3	?	nt
CCCc1cc(C(=O)NNC(=S)NCC2CCCO2)cs1 (stereo unspecified)	3%	-18
Cc1cccc(NC(=S)NN(Cc2ccccc2)c2ccccc2)c1C	?	nt
Cc1ccc(C(=O)N2CCN(c3ccc(C(F)(F)F)cn3)CC2)cc1	?	nt
CCN(CCn1cccn1)Cc1cn[nH]c1-c1ccc(OC)cc1F	?	nt
CCn1c(CNC(=O)COc2c(C)cccc2C)nnc1SCC(=O)Nc1nccs1	11%	-11
COC(=O)C1=C(C)N(C)C(=O)NC1c1ccccc1 (stereo unspecified)	29µM*	-9.2*
COc1ccccc1C1=CC(=O)CC(C)(C)C1=O	?	nt
CCOC(=O)c1c(C)[nH]c(C(=O)N2CCc3cc(OC)c(OC)cc3C2)c1C	?	nt
CCOC(=O)c1oc2cc(OCC(=O)OC)ccc2c(=O)c1-c1ccc(OC)c(OC)c1	18%	21
COc1cccc(-c2sc3ccc(OC)cc3c2-c2ccc(OC)cc2F)c1	20%	12
COc1cccc2c1OC1(C)CC2NC(=O)N1c1cccc(C(=O)Nc2ccc3c(c2)OCCO3)c1 (stereo unspecified)	?	nt
CC(C)n1c(N2CCN(C(=O)c3cccs3)CC2)nc2ccccc21	i	-2
CCOc1ccc(C(=O)Nc2c3c(nn2-c2cccc(C)c2C)CS(=O)C3)cc1 (stereo unspecified)	0%	16
COc1ccc(OCc2cc(-c3ccc(Cl)cc3)no2)cc1	?	nt
CC(CCc1ccccc1)NC(=O)c1ccc(NC(=O)c2ccccc2)cc1 (stereo unspecified)	?	nt
O=C(Nc1ccc(-c2nc3ccccc3[nH]2)cc1)c1ccc2c(c1)OCO2	?	nt
COc1ccc(OCCOC(=O)c2[nH]c(C)c(C(C)=O)c2C)cc1	22%	3
N#Cc1ccccc1S(=O)c1ccccc1C(=O)Nc1ccccc1 (stereo unspecified)	?	nt
COCCOC1CCN(C(=O)C2CCC(=O)N(CCc3ccccc3)C2)CC1 (stereo unspecified)	?	nt
S=c1[nH]nc(-c2ccc(Cl)cc2)n1/N=C/c1ccco1	-4%	-8
COc1cc(C(=O)NCC(=O)NC(C)CCc2ccccc2)cc(OC)c1OC (stereo unspecified)	i	-7
COC(=O)CC1C(=O)NCCN1C(=S)Nc1cccc(C(F)(F)F)c1 (stereo unspecified)	-4%	-3
Cc1cc(NC(=O)CCCN2C(=O)c3cccc4cccc(c34)C2=O)no1	?	nt
CC(C)N1C(=O)C(Cc2nc3ccccc3c(=O)n2-c2ccccc2)c2ccccc21 (stereo unspecified)	?	nt
COc1ccc(C(=O)NC(C)c2csc(C)n2)cc1OC1CCN(C(C)=O)CC1 (stereo unspecified)	i	nt
CCN(CC)CCCNC(=O)CSc1c2c(nc3cc(Cl)ccc13)CCCC2	-6%	-8
O=C(COC(=O)c1cc(S(=O)(=O)N2CCCC2)ccc1O)NCc1ccccc1	-1%	7
Cc1ccc(-c2nnc(OCCN3CCOCC3)c3ccccc23)cc1	?	nt
COc1ccc(C(=O)COC(=O)c2ccccc2C(=O)N(C)c2ccccc2)c(OC)c1	?	nt
Cc1ccc(SCCNC(=S)Nc2cc(C)ccc2C)cc1	?	nt
CC(=O)Nc1ccc(NC(=O)C(C)OC(=O)c2c(NC(C)=O)sc(C)c2C)cc1 (stereo unspecified)	i	-13
COc1ccc(/C=N/NC(=O)c2nnn(-c3nonc3N)c2-c2cccs2)c(OC)c1	i	-4
Cc1c(NC(=O)CN(c2ccccc2)S(=O)(=O)c2ccc(F)cc2)c(=O)n(-c2ccccc2)n1C	13%	-11
CSc1ccc(C(=O)C2CCCN(C(=O)c3csc(C(C)=O)c3)C2)cc1 (stereo unspecified)	13%	-12
O=C(NC1CC1)C1CCN(C2CCN(C(=O)Cc3ccc(F)cc3)CC2)CC1	-12%	10
CC1CCCN(S(=O)(=O)c2ccc(NC(=O)C3CC(=O)N(c4ccccc4)C3)cc2)C1 (stereo unspecified)	?	nt
COCc1cc(C)nc(SCC(=O)NCC2CCCO2)c1C#N (stereo unspecified)	?	nt
Cc1nc2c([nH]c3ccccc32)c(=O)n1N	5%	12
CCOC(=O)NN1C(=O)c2ccccc2NC1c1cccc(O)c1 (stereo unspecified)	4%	3
CCOC(=O)N1CCC(N(C(=O)Nc2cccc(OC)c2)C(C)CC)CC1 (stereo unspecified)	i	nt
CCOC(=O)c1cnc2cc(F)c(F)cc2c1N1CCOCC1	i	19

14 of these compounds, reformatted.
compound | Lipid storage S3 | Lipid storage S3 cell count max
CCN(CC)CCCNC(=O)CSc1c2c(nc3cc(Cl)ccc13)CCCC2 | -6% | -8
O=C(COC(=O)c1cc(S(=O)(=O)N2CCCC2)ccc1O)NCc1ccccc1 | -1% | 7
Cc1ccc(-c2nnc(OCCN3CCOCC3)c3ccccc23)cc1 | ? | nt
COc1ccc(C(=O)COC(=O)c2ccccc2C(=O)N(C)c2ccccc2)c(OC)c1 | ? | nt
Cc1ccc(SCCNC(=S)Nc2cc(C)ccc2C)cc1 | ? | nt
CC(=O)Nc1ccc(NC(=O)C(C)OC(=O)c2c(NC(C)=O)sc(C)c2C)cc1 (stereo unspecified) | i | -13
COc1ccc(/C=N/NC(=O)c2nnn(-c3nonc3N)c2-c2cccs2)c(OC)c1 | i | -4
Cc1c(NC(=O)CN(c2ccccc2)S(=O)(=O)c2ccc(F)cc2)c(=O)n(-c2ccccc2)n1C | 13% | -11
CSc1ccc(C(=O)C2CCCN(C(=O)c3csc(C(C)=O)c3)C2)cc1 (stereo unspecified) | 13% | -12
O=C(NC1CC1)C1CCN(C2CCN(C(=O)Cc3ccc(F)cc3)CC2)CC1 | -12% | 10
CC1CCCN(S(=O)(=O)c2ccc(NC(=O)C3CC(=O)N(c4ccccc4)C3)cc2)C1 (stereo unspecified) | ? | nt
COCc1cc(C)nc(SCC(=O)NCC2CCCO2)c1C#N (stereo unspecified) | ? | nt
Cc1nc2c([nH]c3ccccc32)c(=O)n1N | 5% | 12
CCOC(=O)NN1C(=O)c2ccccc2NC1c1cccc(O)c1 (stereo unspecified) | 4% | 3

Additional entries follow:
SMILES	Lipid storage S3	Lipid storage S3 cell count max
CC1CC(C)CN(C(=O)c2cc3c(=O)n4ccccc4nc3s2)C1 (stereo unspecified)	?	nt
Cc1ccc2nc(-c3cccc(S(=O)(=O)N4CC(C)OC(C)C4)c3)cn2c1 (stereo unspecified)	16µM*	-16*
O=C(COc1cccc(Br)c1)N/N=C/C(=O)c1ccccc1	?	nt
O=C(CCN1C(=O)[C@H]2CC=CC[C@H]2C1=O)NCc1nc(-c2ccc(Cl)cc2)no1	?	nt
O=C(CNS(=O)(=O)c1ccc(Cl)cc1)N/N=C/c1ccco1	-12%	-17
O=C(O)CSC1CC(=O)N(c2ccc(Cl)c(Cl)c2)C1=O (stereo unspecified)	-6%	-17
C/C(N)=C(/C#N)C(=O)COC(=O)CSc1ccccc1	?	nt
NC(=O)CC(NC(=O)Cc1cccc2ccccc12)c1ccc(NCCOc2ccccc2)c([N+](=O)[O-])c1 (stereo unspecified)	-8%	16
CCc1ccc(-c2cnc3ccccc3n2)cc1NC(=O)CNC(=O)c1ccccc1	i	nt
COc1cccc(C(C)NC(=O)C2CCCO2)c1 (stereo unspecified)	?	nt
COc1ccc(-c2cc(-c3ccc(Cl)cc3)c(C#N)c(SCC(=O)O)n2)cc1	?	nt
Cc1nn(Cc2cccc(Oc3ccccc3)c2)c(C)c1NC(=O)NC12CC3CC(CC(C3)C1)C2	?	nt
CNc1cc(N2CCN(S(=O)(=O)N(C)C)CC2)ccc1[N+](=O)[O-]	?	nt
CC(/C=N/NC(=O)c1cc(-c2ccc(C)o2)[nH]n1)=C\c1ccccc1	-14%	-25
CCc1ccccc1N(CC(=O)NC1CCCCC1)C(=O)CCC(=O)Nc1ccccn1	?	nt
O=S(=O)(Nc1nc2c(s1)CCCC2)c1ccc(F)cc1	?	nt
O=C(Nc1ccccc1)N1N=CCC1c1ccccc1 (stereo unspecified)	?	nt
O=S(=O)(NCCc1csc(-c2cccnc2)n1)c1ccc(Cl)s1	?	nt
CCCCN(CC)CCCNC(=O)c1cc2c(-c3ccc(OC)c(OC)c3)nn(C)c2s1	i	7
O=C1CC(N2CCC(c3nc4ccccc4s3)CC2)C(=O)N1Cc1ccccc1 (stereo unspecified)	?	nt
CCOC(=O)C1=C(C)Nc2nnnn2C1c1ccc(OC)c(Br)c1 (stereo unspecified)	?	nt
CC(C)CCOc1ccc(C2(C)NC(=O)N(CN3CCOCC3)C2=O)cc1 (stereo unspecified)	i	-8
CCn1c(C(C)NC(=O)c2ccccc2C)n[nH]c1=S (stereo unspecified)	5%	5
Cc1cc(S(=O)(=O)NC2CCCCC2)ccc1OCC(=O)NCc1ccccn1	?	nt
C/C(=C\C(=O)c1ccccc1)Nc1ccc(Br)c(Cl)c1	?	nt
CCOc1ccc(Nc2nc(N)nc(CN3CCN(c4ccccc4F)CC3)n2)cc1	?	nt
O=C1CC(c2ccccc2)Cc2nc3ncnn3cc21 (stereo unspecified)	i	nt
Cc1ccc(S(=O)(=O)Nc2cccc(C(=O)NCC(C)(C)N3CCOCC3)c2)cc1F	10%	-13
CCn1c(SCC(=O)N2CCCC2)nc2ccccc21	?	nt
CCC1CCCCN1C(=O)c1sc2ncnc(N(CC)CC)c2c1C (stereo unspecified)	3%	nt
COc1ccc(S(=O)(=O)N2CCSC2c2ccc(N)cc2)cc1 (stereo unspecified)	?	nt
CCNS(=O)(=O)c1ccc(NC(=O)Nc2cc(C)ccc2OC)cc1	?	nt
Cc1cc(=O)oc2c3c(cc(OCC(=O)N4CCC[C@H]4C(=O)O)c12)OC(C)(C)CC3	7%	19
Cc1ccc(S(=O)(=O)NNC(=O)C(O)(c2ccccc2C)c2ccccc2C)cc1	?	nt
C/C=C/C(=O)OCC(=O)Nc1ccccc1Br	?	nt
COc1ccccc1OCc1cc(C(=O)N2CCN(C)C(c3ccccc3)C2)no1 (stereo unspecified)	?	nt
Cc1sc2nc3ccc(N4CCCCC4)nn3c(=O)c2c1C	17%	0
Cc1cccc(/C=N/N2CCN(c3ccccc3)CC2)c1	?	nt
O=C(c1ccc(S(=O)(=O)N2CCCC2)cc1)N1CCN(S(=O)(=O)c2cccc(F)c2)CC1	?	nt
Cc1nc2ccccc2n1C(=O)N(C)C	?	nt
CSc1cccc(NC(=S)N2CCC(N(C)C3CCCC3)CC2)c1	4%	14
C/C(CC(=O)Nc1ccc(OCc2ccccc2)cc1)=N\NC(=O)C(=O)Nc1ccc(C)c(Cl)c1	-18%	nt
CCCn1c(N2CCN(CC(=O)Nc3ccc4c(c3)OCCO4)CC2)nc2ccccc21	?	nt
CC(C)C(=O)NC(=S)Nc1ccc(S(=O)(=O)N(C)C)cc1	-34%	-15
Cc1ccc(C(=O)NCC2CCCO2)cc1N1CCCC1=O (stereo unspecified)	?	nt
Cc1ccc(C(=O)Nc2cccc(-c3ccc(N4CCOCC4)nn3)c2)cc1	?	nt
CN1CCN(S(=O)(=O)c2ccc(Sc3nnc(-c4cccs4)n3-c3ccccc3)nc2)CC1	i	nt
CCOc1ccc(C(C)=O)cc1CSc1nc(C)cc(C)n1	-21%	1
COc1ccccc1CN(C)CC(=O)Nc1ccc(Cl)cc1C(F)(F)F	-22%	-1
CCCN(CC1CC1)C(=S)Nc1ccccc1F	1%	-21
CCc1ccc(S(=O)(=O)NCCOc2cccc3cccnc23)cc1	i	-23
Brc1ccc(OCc2ccccc2)c(CNCc2ccncc2)c1	3%	-11
Cc1ccc(CNC(=O)c2ccc(NS(=O)(=O)c3cccs3)cc2)cc1	?	nt
Cn1nnnc1SCC(=O)Nc1nc2ccccc2s1	-2%	2

High-throughput results as filed in PubChem.

Only part of the results is shown, so the mix of outcomes need not match the whole.
